# Vif-A3G inh: Vif-A3G binding inhibition; Q9HC16; 0.076% of 410,000 active; HeLa A3G-eYFP + Vif (tagged APOBEC3G with the HIV-1 protein that degrades it), YFP fluorescence, overnight; Potency, µM (top dose mostly 46.1 µM), without a hit: at the top dose activity, negative = active, usual class: inhibitors; AID 602310;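 also: % is scaled to controls: 0 for no effect and ±100 for the full control effect; nearly all actives have a fitted effect of over 60% in size; hits raise eYFP signal because A3G escapes Vif-driven loss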
#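 HeLa cells stably expressing Vif and C-terminally eYFP-tagged A3G, seeded overnight at 37 deg C, then exposed to compound by pintool overnight at 37 deg C. Rise in yellow fluorescence (Ex 488/Em 500-530, Acumen) marks blocked Vif-driven A3G degradation.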
# RGS4 inh: inhibitors of human regulator of G protein signaling 4. Transcreener GDP fluorescence polarization, RGS4-accelerated GTP hydrolysis. Potency, µM (top dose mostly 114 µM), for inactives: at the top dose activity change, negative = inhibition, actives largely listed as inhibitors. P49798. 0.039% of 390,000 active; also: % is scaled to controls: 0 for no effect and ±100 for the full control effect; nearly all actives have a fitted effect of over 75% in size; some results filed as inactive show a strong effect at the top dose
# Target sequence (P49798 whole entry, looked up): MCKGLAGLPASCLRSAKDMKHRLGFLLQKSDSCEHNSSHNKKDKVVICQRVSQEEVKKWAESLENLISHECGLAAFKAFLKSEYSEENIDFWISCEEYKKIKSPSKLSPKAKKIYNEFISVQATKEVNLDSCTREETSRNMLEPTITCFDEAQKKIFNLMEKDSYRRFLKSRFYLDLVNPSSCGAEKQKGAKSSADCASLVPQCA
#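 MLSMR compounds (23 nl, pin-transferred) preincubated 10 min at room temperature with a 500nM (2x) first reagent, then RGS4 at 900nM (2x) plus Transcreener GDP mix added; fluorescence polarization (620/688 nm) read before and after 90 min at 30 °C.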
# IDH1 R132H inh: blocks human mutant IDH1 R132H enzyme; IDH1-R132H enzyme, NADPH consumption, diaphorase/resazurin fluorescence; Potency, µM (titrated, usually from 76.6 µM), inactives show top-dose activity change, negative = inhibition, most hits filed as inhibitors; AID 602179; 0.093% of 390,000 active; O75874; also: % is scaled to controls: 0 for no effect and ±100 for the full control effect; nearly all actives have a fitted effect of over 65% in size
#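 IDH1-R132H (0.5 ug/mL dispensed) in pH 7.5 Tris buffer was preincubated 30 min with compound, then given a substrate mix of 0.016 mM NADPH and 2 mM alpha-KG for 80 min at room temperature; remaining NADPH was read by diaphorase/resazurin fluorescence.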
# ALOX12 inh: blocks human arachidonate 12S-lipoxygenase; AID 1671190; purified 12hLO, xylenol orange hydroperoxide absorbance; 1.1% of 580,000 active; Potency, µM (top dose mostly 108 µM), inactives show top-dose activity change, negative = inhibition, most hits filed as inhibitors; P18054; also: % is scaled to controls: 0 for no effect and ±100 for the full control effect
#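 Purified human 12hLO (150 nM final) in 25 mM Hepes, 0.01% Triton X-100, pH 7.0 was preincubated 15 min at room temperature with compound. Then 40 uM arachidonic acid was added, 30 min. Hydroperoxide was read by Fe-XO absorbance ratio 573/405 nm.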
# TrxR1 substrate: is turned over as a substrate by rat TrxR1; O89049; purified TrxR1 substrate turnover, NADPH consumption readout; Potency, µM (series often up to 114 µM), for the others: top-dose activity change, negative = substrate turnover; 0.01% of 390,000 active; also: % is scaled to controls: 0 for no effect and ±100 for the full control effect; nearly all actives have a fitted effect of over 50% in size
#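 Rat TrxR1, dispensed at 90 nM, was prereduced with 400 uM NADPH (final) for 5 min at ~22 deg C, then incubated with compound 15 min before 400 uM selenite. A first-read NADPH fluorescence drop versus no-compound background flagged substrates.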
# RXFP1 ag: agonists of human relaxin receptor RXFP1. HEK293T-RXFP1 cAMP TR-FRET, 30 min; response scale: percent of porcine relaxin response, buffer zero. Potency, µM (doses to about 57.5 µM), inactives show at the highest dose activation, actives largely listed as activators. 0.3% of 370,000 active. AID 2676; also: % is scaled to controls: 0 for no effect and ±100 for the full control effect; nearly all actives have a fitted effect of over 60% in size; many of its hits are not listed in these tables
# Target sequence (Q9HBX9 whole entry, looked up): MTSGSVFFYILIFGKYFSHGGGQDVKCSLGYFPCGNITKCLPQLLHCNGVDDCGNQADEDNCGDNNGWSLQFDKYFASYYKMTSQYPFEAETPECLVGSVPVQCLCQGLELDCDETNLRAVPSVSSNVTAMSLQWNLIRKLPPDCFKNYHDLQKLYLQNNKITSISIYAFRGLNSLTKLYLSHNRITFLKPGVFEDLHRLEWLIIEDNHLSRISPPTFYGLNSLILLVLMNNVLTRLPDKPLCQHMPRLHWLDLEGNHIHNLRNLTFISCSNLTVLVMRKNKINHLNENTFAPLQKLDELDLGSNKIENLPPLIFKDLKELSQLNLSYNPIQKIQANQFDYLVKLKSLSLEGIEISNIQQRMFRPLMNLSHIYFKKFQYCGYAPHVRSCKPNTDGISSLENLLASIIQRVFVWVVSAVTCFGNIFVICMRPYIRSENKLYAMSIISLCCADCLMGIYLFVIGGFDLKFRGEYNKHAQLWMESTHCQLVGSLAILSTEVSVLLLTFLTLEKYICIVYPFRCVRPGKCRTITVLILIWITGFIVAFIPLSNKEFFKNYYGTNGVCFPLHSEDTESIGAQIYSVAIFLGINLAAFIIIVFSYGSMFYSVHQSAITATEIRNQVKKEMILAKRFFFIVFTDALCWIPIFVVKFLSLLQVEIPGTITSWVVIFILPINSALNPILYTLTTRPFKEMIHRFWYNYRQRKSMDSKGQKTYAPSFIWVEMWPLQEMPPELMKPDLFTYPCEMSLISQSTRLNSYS
#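 cAMP rise read by TR-FRET after 30 min, 37C compound exposure (up to 58 uM) in RXFP1-transfected HEK293 cells with Ro 20174 present. EC50 from Hill-equation fits, with 29 nM porcine relaxin as 100% and buffer as basal.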
# rTrxR1 inhibitor: inhibitors of rat thioredoxin reductase 1; O89049; Potency, µM (series often up to 114 µM), without a hit: at the highest dose activity change, negative = inhibition, hits mostly inhibitors; recombinant rTrxR1, NADPH fluorescence consumption, selenite substrate; 1% of 390,000 active; also: % is scaled to controls: 0 for no effect and ±100 for the full control effect; nearly all actives have a fitted effect of over 65% in size
#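 Rat TrxR1 (90 nM in the dispensed reagent) was pre-reduced with 400 uM NADPH for 5 min at room temperature, then incubated with compound for 15 min. After 400 uM selenite was added, NADPH fluorescence (Ex 340/Em 450 nm) was followed for 8 min.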
# Vif-A3F inh: Vif-A3F binding inhibition; HeLa A3F-eYFP + Vif (tagged APOBEC3F with the HIV-1 protein that degrades it), YFP fluorescence increase; Potency, µM (titrated, usually from 46.1 µM), for inactives: at the top dose activity, negative = active; 0.2% of 390,000 active; also: % of control where 0% means no effect; nearly all actives have a fitted effect of over 65% in size
#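 Fluorescence increase (Ex 488/Em 500-530) after overnight compound treatment at 37 deg C flags inhibition of Vif-driven A3F-eYFP loss in stable HeLa A3F-eYFP/Vif cells seeded overnight beforehand.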
# USP1 inh: blocks the human USP1/UAF1 deubiquitinase complex; recombinant USP1/UAF1, Ub-Rhodamine cleavage fluorescence; AID 743255; 0.23% of 390,000 active; O94782; Potency, µM (titrated, usually from 57.1 µM), for the others: at the highest dose activity change, negative = inhibition, usual class: inhibitors; also: % is scaled to controls: 0 for no effect and ±100 for the full control effect; nearly all actives have a fitted effect of over 60% in size; inactives centre near -12
#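 High-throughput fluorogenic screen: 1nM USP1/UAF1 complex, Ub-Rho substrate 150nM final, 50mM HEPES pH 7.8 with 0.5mM EDTA, 0.1 mg/ml BSA, 1mM TCEP and 0.01% Tween-20.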
# * = called active by the depositor; ? = inconclusive; . = no result given; [ ] = remark or other dose. Calls follow the shape of the dose curve; as a rule, active = well fitted curve in the direction sought with a large enough effect; inconclusive = small, poorly fitted or top-dose-only effect, or another doubt; inactive = no such curve, though single readings can be large; an effect the other way counts as inactive or inconclusive. Potency is read from the fitted curve at half-maximal effect. Not all compounds are listed; the hit share may differ from the screen's.
SMILES,Vif-A3G inh,RGS4 inh,IDH1 R132H inh,ALOX12 inh,TrxR1 substrate,RXFP1 ag,rTrxR1 inhibitor,Vif-A3F inh,USP1 inh
C=CCn1c(SCC(N)=O)nc2ccccc2c1=O,3.9%,-2.5%,.,.,4.5%[0.0914 µM],.,16.0%,.,.
COc1ccc(Nc2nc3[nH]c(=O)cc(O)c3s2)cc1,0.9%,-38.4%,8.3%,?,5.0%[57.1 µM],-2.2%,8.5%[57.1 µM],0.2%,-20.4%
O=C(Nc1ccc(-c2cn3ccsc3n2)cc1)C1CC1,-1.0%,-16.0%[11.4 µM],2.5%,?,-1.3%,-0.5%,5.2%,6.5%,-12.5%
Nc1nnc(Sc2ncccc2[N+](=O)[O-])s1,1.4%,-21.2%,-2.5%,-9.6%,5.2%[57.1 µM],-0.6%,1.6%[57.1 µM],8.4%,-33.0%
Cc1ccc(NC(=O)CCCn2nc(C)c3c(C)n(-c4ccccc4)nc3c2=O)cc1Cl,2.1%,-4.4%,31.9%[activator],-13.1%,8.1%,2.0%,19.7%,2.7%,-1.8%
COc1cccc(NC(=O)CN(c2ccc(C)cc2)S(=O)(=O)c2c(C)nn(C)c2C)c1,2.2%,6.0%,4.3%,0.0%,4.4%,1.3%,16.9%,0.1%,-5.6%
Cc1ccc(C)c(NC(=O)CCN2CCN(CCO)CC2)c1,1.0%,34.0%,-2.5%,0.9%,2.5%,-0.3%,16.0%,2.5%,0.4%
CCOc1c(Br)cc(C2NC(=O)CCC2[N+](=O)[O-])cc1OC (stereo not drawn),-0.6%,-3.5%,-8.3%,6.7%,-2.4%,2.1%,6.1%,0.2%,-21.0%
CCN(CC)CCC(C)OC(=O)c1ccc(O)cc1O (stereo not drawn),0.0%,-2.0%,17.9%,372.9%[activator],6.2%[57.1 µM],0.5%,27.6%[57.1 µM],1.6%,-14.1%
COc1ccc(C(=O)COC(=O)c2ccc3c(c2)NC(=O)CS3)c(OC)c1,-0.7%,-1.4%,-6.4%,8.4%,-7.0%[57.1 µM],2.9%,-6.3%[57.1 µM],?,2.9%
O=C(CS(=O)(=O)c1ccc(Cl)cc1)NCCS(=O)(=O)c1ccc(Cl)cc1,-0.1%,-22.6%,9.4%,?,4.1%,-0.8%,-2.7%,1.2%,-11.9%
CC(=O)Nc1cc[n+](CC(=O)c2cccc([N+](=O)[O-])c2)cc1,1.9%,-9.1%,-3.0%,?,-3.2%,-1.0%,-19.8%,3.8%,-5.4%
O=C(NCCN1CCOCC1)C1CCC(CNS(=O)(=O)c2ccccc2)CC1 (stereo not drawn),-20.6%,10.7%,3.2%,6.3%,0.8%,0.8%,7.3%,9.2%,-6.7%
CCOC(=O)C(=CNc1ccc(N2CCCCC2)c(S(=O)(=O)Nc2ccccc2OC)c1)C(=O)OCC,-0.5%,?,9.3%,?,14.3%,.,-14.1%,-4.4%,-6.8%
Cc1ccsc1/C=C1\Oc2cc(OCC(=O)c3ccccc3)ccc2C1=O,-10.2%,-14.3%,1.4%,-3.8%,-1.1%[11.4 µM],-0.4%,-13.4%[11.4 µM],0.3%,-27.1%
CC(C)(C)Cc1c(-c2ccccc2)nc2ccc(Cl)cn12,-0.3%,.,0.5%,-22.1%,.,.,.,-27.4%,-23.5%
Cc1ccccc1OCC(=O)Nc1nnc(COc2ccccc2)s1,1.0%,6.6%,3.5%,-1.0%,5.4%,.,6.2%,5.0%,-18.4%
COC(=O)c1sccc1NS(=O)(=O)c1ccc(OC)cc1,?,-8.6%,1.9%,-4.2%,-4.9%,0.2%,16.4%,-0.8%,-16.9%
O=C(Nc1ccc2oc(-c3ccc4ccccc4c3)nc2c1)c1ccc(Cl)c(Cl)c1,3.6%,-6.3%,0.0%,?,2.6%,0.1%,12.6%,0.3%,-1.1%
COc1ccc(S(=O)(=O)Nc2cccc3c2O[C@H](CN(C)S(=O)(=O)c2ccc(OC)cc2)[C@@H](C)CN([C@H](C)CO)C3=O)cc1,0.5%,4.9%,7.9%,5.7%,-9.8%,.,-7.8%,9.4%,-29.5%
Cc1ccc2nc(NC(=O)CSc3nc4c(c(=O)n3C)SC(C)C4)sc2c1 (stereo not drawn),-3.5%,-25.1%[11.4 µM],6.3%,.,-9.1%,1.6%,24.6%[57.1 µM],-3.3%,-5.8%
CCC(Oc1ccccc1)C(=O)Nc1ncc([N+](=O)[O-])s1 (stereo not drawn),-1.0%,-1.0%,-9.6%,-18.9%,-2.7%[57.1 µM],1.7%,-4.6%[57.1 µM],-1.8%,-21.0%
Cc1ccc(C)c(NC(=O)C(c2ccccc2)N2CCN(CC(=O)N3CCOCC3)CC2)c1 (stereo not drawn),2.8%,27.3%,-20.7%,-1.2%,-6.3%,.,6.6%,-15.2%,3.5%
CC(C(=O)OCC(=O)c1ccc([N+](=O)[O-])cc1)N1C(=O)C2C3CCC(C3)C2C1=O (stereo not drawn),1.2%,7.0%,-9.6%,-12.6%,0.1%[57.1 µM],4.0%,7.6%[57.1 µM],5.4%,-20.9%
CCc1nnc(NC(=O)c2cc(S(=O)(=O)N(C)c3ccc(OC)cc3)ccc2Cl)s1,-3.0%,5.3%,2.6%,?,-8.4%,1.3%,-4.6%,6.8%,-13.0%

# Three successive compounds already listed:
SMILES,Vif-A3G inh,RGS4 inh,IDH1 R132H inh,ALOX12 inh,TrxR1 substrate,RXFP1 ag,rTrxR1 inhibitor,Vif-A3F inh,USP1 inh
Cc1ccc(C)c(NC(=O)CCN2CCN(CCO)CC2)c1,1.0%,34.0%,-2.5%,0.9%,2.5%,-0.3%,16.0%,2.5%,0.4%
CCOc1c(Br)cc(C2NC(=O)CCC2[N+](=O)[O-])cc1OC (stereo not drawn),-0.6%,-3.5%,-8.3%,6.7%,-2.4%,2.1%,6.1%,0.2%,-21.0%
CCN(CC)CCC(C)OC(=O)c1ccc(O)cc1O (stereo not drawn),0.0%,-2.0%,17.9%,372.9%[activator],6.2%[57.1 µM],0.5%,27.6%[57.1 µM],1.6%,-14.1%

# Quoted at random: 2 entries already listed, in no set order.
SMILES,Vif-A3G inh,RGS4 inh,IDH1 R132H inh,ALOX12 inh,TrxR1 substrate,RXFP1 ag,rTrxR1 inhibitor,Vif-A3F inh,USP1 inh
Cc1ccc(C)c(NC(=O)CCN2CCN(CCO)CC2)c1,1.0%,34.0%,-2.5%,0.9%,2.5%,-0.3%,16.0%,2.5%,0.4%
CCC(Oc1ccccc1)C(=O)Nc1ncc([N+](=O)[O-])s1 (stereo not drawn),-1.0%,-1.0%,-9.6%,-18.9%,-2.7%[57.1 µM],1.7%,-4.6%[57.1 µM],-1.8%,-21.0%

# Other compounds
SMILES,Vif-A3G inh,RGS4 inh,IDH1 R132H inh,ALOX12 inh,TrxR1 substrate,RXFP1 ag,rTrxR1 inhibitor,Vif-A3F inh,USP1 inh
CN(C1CCCCC1)S(=O)(=O)c1ccc(C(=O)O)cc1,2.0%,2.8%,4.0%,11.7%,17.8%[57.1 µM],2.0%,22.9%[57.1 µM],0.8%,-0.7%
CC1=C(C(=O)Nc2cccc(C)c2C)C(c2cccs2)NC(=S)N1 (stereo not drawn),2.0%,-12.4%,0.0%,?,-12.3%,4.7%,-17.3%,-1.0%,-4.3%
CC1CCCN(S(=O)(=O)c2ccc3[nH]c(=O)cc(C(=O)NCCc4ccc(Cl)cc4)c3c2)C1 (stereo not drawn),-1.5%,-8.7%,13.3%,-11.1%,4.5%[57.1 µM],6.3%,19.0%[57.1 µM],-3.0%,-15.7%
CCCCn1c(N)c(N(CCOC)C(=O)COC(=O)CSc2cc(C)c3ccccc3n2)c(=O)[nH]c1=O,0.1%,-11.6%,0.0%,-3.4%,4.2%,4.0%,15.8%,10.4%,-24.3%
COc1ccc(CCNC(=O)CNCC(c2ccccc2)N(C)C)cc1OC (stereo not drawn),-0.4%,23.6%,8.3%,?,5.9%,-0.8%,17.4%,-13.4%,-23.9%
CCCCCc1nnc(NC(=O)Cc2cccs2)s1,-0.5%,-33.7%,8.0%,0.3%,7.0%,2.2%,?,-6.1%,-11.5%
Cc1ccc(NC(=O)c2cc(N3C(=O)C4CC=CCC4C3=O)ccc2N2CCOCC2)cc1Cl (stereo not drawn),-0.2%,-17.5%,5.4%,.,7.7%[57.1 µM],3.3%,16.4%[57.1 µM],0.0%,-8.7%
Cc1ccc(NC(=O)C(Cc2c[nH]c3ccccc23)NC(=O)OC(C)(C)C)c(C)c1 (stereo not drawn),?,-3.3%,-8.6%,-23.3%,-0.9%,5.8%,10.2%,1.7%,-4.5%
CC(Cc1ccccc1)NC(=O)CCNNC(=O)c1ccncc1 (stereo not drawn),-0.9%,.,-3.1%,4.2%,.,.,.,-7.9%,-11.1%
CC[C@H](C)[C@H](NC(N)=O)C(=O)NCCc1ccc(OC)c(OC)c1,1.0%,-11.6%,2.6%,51.8%[activator],-11.0%[57.1 µM],-1.2%,20.2%[57.1 µM],7.8%,-6.8%

# Two compounds from above, reduced to RGS4 inh, Vif-A3G inh and USP1 inh.
compound | RGS4 inh | Vif-A3G inh | USP1 inh
CC(Cc1ccccc1)NC(=O)CCNNC(=O)c1ccncc1 (stereo not drawn) | . | -0.9% | -11.1%
COc1ccc(CCNC(=O)CNCC(c2ccccc2)N(C)C)cc1OC (stereo not drawn) | 23.6% | -0.4% | -23.9%
